Screening results as filed in PubChem BioAssay.
GPR55 antagonists: inhibition of LPI-stimulated GPR55 beta-arrestin translocation – imaging, U2OS, beta-arrestin-GFP, LPI agonist, primary screen (AID 2013). U2OS GPR55 beta-arrestin-GFP translocation imaging, LPI antagonism; higher % means a stronger effect. inhibition, % at 10 µM, or IC50 in µM where a hit was titrated. 290,000 compounds, 0.13% hits;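 active = spots per cell inhibited over 60%, with over 100 cells counted and total cytoplasm intensity under 500,000; inconclusive = wells with under 100 cells, flagged as likely toxic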;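 note: U2OS cells stably carrying GPR55 and arrestin-GFP stimulated by 5 µM LPI near EC80; imaged beta-arrestin-GFP aggregate spots per cell after agonist stimulation; plate controls were LPI-stimulated DMSO wells for no effect and DMSO wells without LPI for full effect; some results filed as inactive read as strong as hits; confirmed hits need IC50 under 10 µM and bright autofluorescent wells are also inconclusive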
T cell modulator: modulates CD8 T cell binding to vesicles; calls only at 7 µM; 330,000 compounds, 0.068% hits; 2C CD8+ T cell-vesicle binding, flow cytometry; active compounds read low;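 active = response, share of CD8 T cells binding vesicles, and their 90th percentile fluorescence all below set limits, cut at about 80% in these data, passing the limit was not always enough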
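material = purified 2C TCR transgenic mouse naive CD8+ T cells | controls = Unloaded micro-vesicles (low), QL9 vesicles with 0.7% DMSO (high) | detection = cytometric PE anti-B7-1 and Alexa647 anti-CD8 signals after 1% paraformaldehyde fixation | incubation = binding step 1.5 h, 37 °C, antibody labelling 20 min, ice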
NTR1 agonist: NTR1-driven beta-arrestin-GFP spot formation – imaging, U2OS cells, high content, primary screen (AID 493036) | 330,000 compounds, 0.17% hits | P30989 | activation, % at 20 µM | agonist mode;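 active = activation at or above 40% of the spot to cytoplasm intensity ratio, with at least 20 cells analyzed; inconclusive = wells under 20 cells, flagged as cytotoxic or low count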;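 note: 0% = DMSO without peptide and 100% = 100 nM NTR1 peptide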
Target sequence (P30989 whole entry, looked up): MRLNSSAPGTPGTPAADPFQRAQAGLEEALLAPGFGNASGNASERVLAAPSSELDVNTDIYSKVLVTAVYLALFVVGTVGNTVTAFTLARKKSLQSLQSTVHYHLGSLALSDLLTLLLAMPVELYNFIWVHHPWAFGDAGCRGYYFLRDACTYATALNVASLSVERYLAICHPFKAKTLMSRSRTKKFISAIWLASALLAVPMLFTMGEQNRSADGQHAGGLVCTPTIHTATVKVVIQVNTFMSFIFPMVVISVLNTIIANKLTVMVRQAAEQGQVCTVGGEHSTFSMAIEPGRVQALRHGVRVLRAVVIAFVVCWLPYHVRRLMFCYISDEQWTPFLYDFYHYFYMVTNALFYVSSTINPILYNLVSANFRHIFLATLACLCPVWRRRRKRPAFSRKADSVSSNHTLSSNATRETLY
Rac1 GTP hydrolysis: MgcRacGAP GTPase-activating activity inhibitors, confirmation, biochemical, ADP Hunter fluorescence. 340,000 compounds, 0.6% hits. one-dose inhibition, % at 30 µM; IC50 in µM for titrated hits. AID 624330. MgcRacGAP-stimulated Rac1 GTP hydrolysis, ADP Hunter fluorescence; higher % means a stronger effect; GST-tagged Rac1 F28L mutant substrate;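 active = first-screen hits whose inhibition reached a set limit at any dose in the follow-up dose series; inconclusive = inhibition above the set first-screen limit but never retested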;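 note: fluorescence reports GDP produced by GAP-driven GTP hydrolysis; strong numbers were not always called active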
LYP inhibition: PTPN22 lymphoid phosphatase activity blockers – biochemical, fluorescence intensity, uHTS (AID 1779). inhibition, % at 11.5 µM, or IC50 in µM where a hit was titrated. 290,000 compounds, 0.054% hits. recombinant LYP phosphatase, fluorescence intensity; higher % means a stronger effect; in the data active = inhibition above about 50%;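 note: plate controls were vehicle with enzyme for no effect and no enzyme for full effect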
Hep lipid drop: modulators of hepatic lipid droplet formation | AML12 mouse hepatocytes, oleate lipid droplets, BODIPY imaging | inhibition, % at 6.5 µM | 240,000 compounds, 0.4% hits;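 active = lipid droplet intensity inhibited by at least 50%, with more than 500 cells counted; inconclusive = wells with under 300 cells, treated as cytotoxic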
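Material – mouse AML12 hepatocyte cell line, fixed after treatment · Compound dosing – one dose, 6.5 µM compound · Times – compound with oleate, overnight · Measured by – Image-based BODIPY and DAPI two-channel analysis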
Large T inhibition: TAg ATPase/helicase activity blockers – biochemical (AID 1903). SV40 large T antigen ATPase/helicase inhibition assay; higher % means a stronger effect. inhibition, % at 20 µM; hits with a dose series show IC50 in µM. 310,000 compounds, 0.39% hits; in the data active = a potency from the dose series; inconclusive = inhibition mostly from about 32% at the one dose, without a potency; inactive = the rest, 99 in 100 with inhibition below about 32%; note: strong numbers were not always called active
GPR35 antagonists: GPR35 antagonists blocking zaprinast-driven arrestin recruitment, primary screen, imaging, U2OS, beta-arrestin-GFP, zaprinast agonist (AID 2058). U2OS GPR35 beta-arrestin-GFP translocation imaging, zaprinast antagonism; higher % means a stronger effect. inhibition, % at 10 µM, or IC50 in µM where a hit was titrated. 290,000 compounds, 0.052% hits;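 active = inhibition of at least 50% with at least 30 cells and total cytoplasm GFP at most 10,000,000; inconclusive = under 30 cells or total GFP of 10,000,000 plus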
GPR55 activation: selective activators of receptor GPR55 – imaging, U2OS cells, beta-arrestin-GFP redistribution, primary screen (AID 1961); 290,000 compounds, 0.048% hits; U2OS GPR55 beta-arrestin-GFP redistribution imaging; higher % means a stronger effect; activation, % at 10 µM; hits with a dose series show EC50 in µM;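 active = activation above 40% with more than 50 cells counted in the well; inconclusive = wells holding fewer than 50 cells, flagged as toxic or sparse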;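 note: U2OS osteosarcoma cells stably expressing GPR55 and beta-arrestin-GFP; plate controls were DMSO negative control for no effect and LPI positive control for full effect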
Hep lipid drop cells 6.5 µM: further read-out of Hep lipid drop, marked with its call; cell count; measured here: cell count, cytotoxicity flag;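 cells counted across two imaged fields per well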
T cell modulator vesicle-bound %: further read-out of T cell modulator, marked with its call; double positive events, %; measured here: CD8+ vesicle-bound cell fraction;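 binding gate set so that unloaded-vesicle control wells show 10% double positive cells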
NTR1 agonist cell count 20 µM: further read-out of NTR1 agonist, marked with its call; cell count; measured here: cell count, cytotoxicity flag
An asterisk follows results filed as active; i = inactive; ? = inconclusive; nt = not tested or not shown.

Labels used below – A = GPR55 antagonists; B = T cell modulator; C = T cell modulator vesicle-bound %; D = NTR1 agonist; E = NTR1 agonist cell count 20 µM; F = Rac1 GTP hydrolysis; G = LYP inhibition; H = Hep lipid drop; I = Hep lipid drop cells 6.5 µM; J = Large T inhibition; K = GPR35 antagonists; L = GPR55 activation
CCOC(=O)N1CCN(C(=O)c2cnn(-c3ccccc3)c2NC(=O)c2ccccc2F)CC1
  A: -5% | B: i | C: 26 | D: -0.5 | E: 53 | F: 5% | G: -4% | H: -8 | I: 793 | J: 2% | K: -8% | L: -0.1%
CC(C)OCP(=O)(c1ccccc1)c1ccccc1
  A: 2% | B: i | C: 40 | D: 2.7 | E: 76 | F: -1% | G: -9% | H: nt | I: nt | J: 7% | K: -10% | L: -0.2%
CC(C)NC(=O)c1ccc(-n2c(=S)[nH]c3ccccc3c2=O)cc1
  A: 1% | B: i | C: 28 | D: -0.8 | E: 70 | F: nt | G: -9% | H: -15 | I: 692 | J: 9% | K: 1% | L: 0.1%
COC(=O)Nc1ccccc1C(=O)N1CCCCC1
  A: -26% | B: i | C: 23 | D: 0.5 | E: 88 | F: 8% | G: -4% | H: -7 | I: 624 | J: 12% | K: 0% | L: -0.1%
CCN(CC)S(=O)(=O)c1cc(NC(=O)CN2CCN(c3ccccn3)CC2)ccc1C
  A: -9% | B: i | C: 37 | D: 0.1 | E: 30 | F: 6% | G: -5% | H: 2 | I: 732 | J: 2% | K: 0% | L: -0.1%
N#CC1=C(N)Oc2cc(O)ccc2C1c1ccccc1 (centres undefined)
  A: 10% | B: i | C: 36 | D: 0.4 | E: 87 | F: 9% | G: -6% | H: -1 | I: 776 | J: 6% | K: -2% | L: 0.0%
Cc1ccc(N2C(=O)CSC2=S)cc1C
  A: 1% | B: i | C: 34 | D: 2.0 | E: 37 | F: -36% | G: -4% | H: 15 | I: 621 | J: 1% | K: -5% | L: -0.1%
O=C(NCCCn1ccnc1)c1nc(Cn2cc([N+](=O)[O-])cn2)no1
  A: -6% | B: i | C: 42 | D: -1.6 | E: 52 | F: 1% | G: -7% | H: -8 | I: 654 | J: 16% | K: 4% | L: 0.2%
N#Cc1nc(COc2ccc(-c3ccccc3)cc2)oc1NCc1cccnc1
  A: 1% | B: i | C: 38 | D: 7.2 | E: 33 | F: 13% | G: 3% | H: -2 | I: 678 | J: 3% | K: -8% | L: -0.4%
Cc1ccc(NC(=S)NCCc2ccc(F)cc2)c(C)c1
  A: -1% | B: i | C: 3 | D: 0.1 | E: 49 | F: -16% | G: 1% | H: -6 | I: 709 | J: 13% | K: 14% | L: 0.7%
CCN(CC)CCOC(=O)c1ccc(N/C=C(/C#N)c2nc(-c3ccc4c(c3)OCO4)cs2)cc1
  A: 15% | B: i | C: 36 | D: -0.1 | E: 52 | F: 120µM* | G: -15% | H: -1 | I: 699 | J: 9% | K: 38% | L: 0.4%
CC1=Nc2cc(C(=O)NCCN3CCOCC3)ccc2Sc2c(C)ccc(C)c21
  A: 1% | B: i | C: 21 | D: -0.1 | E: 61 | F: 11% | G: -7% | H: -15 | I: 720 | J: 16% | K: -4% | L: 0.1%
O=C(NCc1ccccc1)c1ccccc1-c1nc2ccccc2[nH]1
  A: 5% | B: i | C: 26 | D: -0.1 | E: 56 | F: 8% | G: -9% | H: 8 | I: 699 | J: 7% | K: -4% | L: -0.4%
CC(=O)Nc1ccc(Nc2c([N+](=O)[O-])cc(S(C)(=O)=O)cc2[N+](=O)[O-])cc1
  A: -18% | B: i | C: 40 | D: -0.1 | E: 73 | F: 4% | G: 2% | H: -3 | I: 612 | J: 2% | K: -2% | L: -0.2%
Cc1c(Cl)cccc1NC(=O)c1ccc(OCC(=O)NCc2ccccc2)cc1
  A: 7% | B: i | C: 26 | D: 3.8 | E: 80 | F: 6% | G: -8% | H: 4 | I: 723 | J: -2% | K: 4% | L: -0.1%
O=C(CSc1nnc(NC(=O)C2CCC2)s1)Nc1ccccc1Br
  A: 15% | B: i | C: 43 | D: -0.9 | E: 46 | F: 8% | G: -7% | H: 8 | I: 768 | J: 1% | K: -4% | L: -0.1%
CCOC(=O)c1c[nH]c2c(Cl)c(Cl)ccc2c1=O
  A: 1% | B: i | C: 33 | D: -1.4 | E: 57 | F: 9% | G: 0% | H: 2 | I: 781 | J: 9% | K: 3% | L: 0.0%
O=C(NCCCc1ccncc1)C1CCC(=O)N(Cc2cccc(F)c2)C1 (centres undefined)
  A: -3% | B: i | C: 18 | D: -0.8 | E: 60 | F: -12% | G: -13% | H: -13 | I: 713 | J: 6% | K: 16% | L: 0.2%
CCc1cc(=O)oc2cc(C)cc(OCC(=O)N3CCC(C(=O)NC(C)C)(c4ccccc4)CC3)c12
  A: -8% | B: i | C: 24 | D: 0.6 | E: 45 | F: 0% | G: -2% | H: 11 | I: 711 | J: 4% | K: -4% | L: -0.1%
CCOc1ccc(NS(=O)(=O)c2ccc(NC(=S)NC(=O)CC(C)C)cc2)cc1
  A: 8% | B: i | C: 16 | D: 27 | E: 58 | F: -3% | G: -1% | H: -2 | I: 759 | J: -1% | K: -12% | L: 0.4%
Cc1c(-n2c(SCC(C)C)nc3ccccc3c2=O)c(=O)n(-c2ccccc2)n1C
  A: -4% | B: i | C: 58 | D: 0.0 | E: 47 | F: 5% | G: -7% | H: 0 | I: 741 | J: 6% | K: -14% | L: -0.1%
COc1ccc(S(=O)(=O)N2CCOc3ccccc32)cc1
  A: -20% | B: i | C: 39 | D: -1.1 | E: 98 | F: 15% | G: -1% | H: nt | I: nt | J: 10% | K: 11% | L: -0.1%
COC(=O)c1cc2occc2n1CC(=O)Nc1ccc(OC)c(OC)c1OC
  A: 2% | B: nt | C: nt | D: -0.4 | E: 53 | F: 3% | G: -6% | H: 9 | I: 717 | J: 24% | K: -18% | L: -0.1%
CC(C)CN(C(=O)COC(=O)C12CC3CC(CC(Cl)(C3)C1)C2)c1c(N)n(Cc2ccccc2)c(=O)[nH]c1=O
  A: nt | B: i | C: 27 | D: -0.9 | E: 76 | F: 7% | G: nt | H: nt | I: nt | J: 11% | K: nt | L: nt
COc1ccccc1-n1cnc2cc(NCc3cccs3)ccc21
  A: -21% | B: i | C: 38 | D: 2.3 | E: 50 | F: 16% | G: -1% | H: -150 | I: 380 | J: 3% | K: 0% | L: 2.9µM*
O=C(Nc1ncn[nH]1)c1ccccc1O
  A: -3% | B: i | C: 11 | D: 0.3 | E: 65 | F: 17% | G: -11% | H: 1 | I: 706 | J: 2% | K: -4% | L: -0.1%
O=C(CSCC(=O)c1ccccc1)Nc1ccccc1Cl
  A: 20% | B: i | C: 26 | D: -2.4 | E: 63 | F: 7% | G: -6% | H: nt | I: nt | J: 0% | K: 8% | L: -0.1%
COc1nnc(-c2ccc(N3CCCCC3)c(NC(C)=O)c2)c2ccccc12
  A: 0% | B: i | C: 44 | D: 1.1 | E: 81 | F: 2% | G: -11% | H: 10 | I: 799 | J: nt | K: -1% | L: -0.1%
CC12CCC(=O)N1C(C(=O)Nc1cccc3ccccc13)CS2 (centres undefined)
  A: 2% | B: i | C: 24 | D: -1.0 | E: 74 | F: 4% | G: -10% | H: -6 | I: 716 | J: -1% | K: -5% | L: -0.2%
CCOC(=O)C1C(=O)CC(C)(O)C(C(=O)OCC)C1c1ccc(N(CC)CC)cc1 (centres undefined)
  A: 2% | B: i | C: 41 | D: -1.7 | E: 53 | F: 4% | G: -6% | H: -8 | I: 716 | J: 5% | K: 10% | L: -0.4%
CCN1CCN(c2cc(N3CCN(C(=O)c4ccco4)CC3)c3c4c(onc24)-c2ccccc2C3=O)CC1
  A: -3% | B: i | C: 38 | D: -1.0 | E: 62 | F: 26% | G: -7% | H: 2 | I: 696 | J: ? | K: 9% | L: -0.1%
C/C(=N\NC(=O)c1cc2c(s1)CCC(C)C2)c1ccncc1 (centres undefined)
  A: 2% | B: i | C: 27 | D: 3.8 | E: 81 | F: 2% | G: 0% | H: -3 | I: 625 | J: 12% | K: -2% | L: -0.4%
CC(C)CC(=O)Nc1ncnc2c1C(=O)CC(C)(C)C2
  A: -2% | B: i | C: 53 | D: 1.8 | E: 66 | F: 6% | G: -1% | H: 2 | I: 740 | J: -5% | K: -4% | L: -0.1%
O=C1N2CCSC2=NC1(Nc1ccccn1)C(F)(F)F (centres undefined)
  A: 5% | B: i | C: 26 | D: -0.2 | E: 45 | F: -14% | G: -4% | H: nt | I: nt | J: 6% | K: 13% | L: -0.2%
O=C1c2ccccc2C(=O)C12OC(c1ccccc1)C1(C(=O)c3ccccc3C1=O)C2c1cccc([N+](=O)[O-])c1 (centres undefined)
  A: 4% | B: nt | C: nt | D: nt | E: nt | F: nt | G: 6% | H: 6 | I: 743 | J: -1% | K: 5% | L: -0.2%
CC(=O)Nc1ccc(N2CCOCC2)c(C(=O)Nc2cccc(C)c2)c1
  A: 9% | B: i | C: 14 | D: 1.4 | E: 78 | F: -1% | G: -7% | H: -1 | I: 736 | J: 6% | K: -5% | L: -0.2%
COC(=O)CNC(=O)C1CCN(S(=O)(=O)c2cccc3nsnc23)CC1
  A: 5% | B: i | C: 30 | D: -0.1 | E: 50 | F: 7% | G: -8% | H: 3 | I: 687 | J: 8% | K: -2% | L: -0.1%

Whole records, looked up by structure. Values in the order: GPR55 antagonists, T cell modulator, T cell modulator vesicle-bound %, NTR1 agonist, NTR1 agonist cell count 20 µM, Rac1 GTP hydrolysis, LYP inhibition, Hep lipid drop, Hep lipid drop cells 6.5 µM, Large T inhibition, GPR35 antagonists, GPR55 activation
N#Cc1nc(COc2ccc(-c3ccccc3)cc2)oc1NCc1cccnc1 is entered as 1%, i, 38, 7.2, 33, 13%, 3%, -2, 678, 3%, -8%, -0.4%
C/C(=N\NC(=O)c1cc2c(s1)CCC(C)C2)c1ccncc1 (centres undefined) is entered as 2%, i, 27, 3.8, 81, 2%, 0%, -3, 625, 12%, -2%, -0.4%
